PP1 inh = PP1-alpha phosphatase inhibitors, primary screen, counter-screen for PP5 inhibitor project, biochemical, fluorescence, OMFP substrate, single point. inhibition, % at 6.7 µM. 320,000 tested, 0.9% active. purified PP1alpha. AID 2235, 2010. Serine/threonine-protein phosphatase PP1-alpha catalytic subunit (Homo sapiens), P62136;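 active means inhibition above the mean inhibition of all tested compounds plus 3 SD, computed separately for each screening campaign, cut at about 15% in these data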
Target sequence (P62136 whole entry, looked up): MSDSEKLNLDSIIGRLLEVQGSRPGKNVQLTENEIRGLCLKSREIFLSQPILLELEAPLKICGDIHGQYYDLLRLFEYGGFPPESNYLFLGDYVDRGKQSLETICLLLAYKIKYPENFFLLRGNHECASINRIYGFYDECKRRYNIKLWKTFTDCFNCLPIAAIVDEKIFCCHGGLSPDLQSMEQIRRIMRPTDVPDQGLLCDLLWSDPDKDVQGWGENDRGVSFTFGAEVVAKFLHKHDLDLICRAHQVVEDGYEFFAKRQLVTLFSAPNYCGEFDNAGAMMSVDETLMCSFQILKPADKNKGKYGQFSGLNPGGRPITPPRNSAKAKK
EBNA-1 inhibitor = EBNA-1 DNA-binding inhibitors, primary screen, biochemical, fluorescence polarization; inhibition, % at 14.8 µM; 300,000 tested, 0.34% active; AID 1950, 2009; in the data active means inhibition above about 28%
PP5 primary = PP5 phosphatase inhibitors, primary screen, biochemical, fluorescence; Serine/threonine-protein phosphatase 5 (Homo sapiens), P53041; purified PP5c, OMFP substrate fluorescence; inhibition, % at 6.7 µM; 320,000 tested, 0.18% active;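 active means inhibition above the campaign's mean inhibition across all tested compounds plus 3 SD, cut at about 9.5% in these data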;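 further: 0% = DMSO only and 100% = 100 µM cantharidin control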
Target sequence (P53041 whole entry, looked up): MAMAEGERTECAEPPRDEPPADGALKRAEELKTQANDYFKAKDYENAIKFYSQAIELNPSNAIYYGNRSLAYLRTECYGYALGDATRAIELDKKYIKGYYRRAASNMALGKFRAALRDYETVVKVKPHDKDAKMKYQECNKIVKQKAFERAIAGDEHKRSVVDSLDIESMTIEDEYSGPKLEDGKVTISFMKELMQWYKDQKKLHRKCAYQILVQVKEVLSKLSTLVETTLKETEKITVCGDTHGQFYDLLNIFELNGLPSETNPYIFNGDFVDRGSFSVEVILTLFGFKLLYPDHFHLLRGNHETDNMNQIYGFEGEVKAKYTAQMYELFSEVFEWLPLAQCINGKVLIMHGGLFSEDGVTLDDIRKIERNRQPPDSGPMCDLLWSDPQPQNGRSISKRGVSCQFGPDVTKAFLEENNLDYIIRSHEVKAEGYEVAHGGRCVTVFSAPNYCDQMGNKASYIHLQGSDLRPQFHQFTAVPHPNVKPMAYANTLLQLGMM
core dimer inh = inhibitors of HCV core protein dimerization, primary screen, biochemical, TR-FRET, high-throughput; inhibition, % at 5 µM; TR-FRET GST/Flag-core106 dimerization, 1536-well; 300,000 tested, 0.33% active; AID 1899, 2009;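 active means inhibition above the mean of all tested compounds plus 3 SD, set per screening campaign, cut at about 45% in these data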
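test system = GST/Flag-tagged HCV core106 proteins | probe or stimulus = Eu donor and XL665 acceptor anti-tag antibodies | times = compound-protein-antibody incubation 4 h at 22.5 °C | signal = TR-FRET, excitation 340 nm, emission 617 and 671 nm | measure = percent inhibition of core106 dimerization signal | controls = wells lacking GST-core106 and wells with excess unlabelled core106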
Efflux pump mplx = inhibitors of Candida efflux pumps in yeast, primary screen, S. cerevisiae, Nile Red, multiplex; S. cerevisiae Candida pump triplex; inhibition, % at 10 µM; 330,000 tested, 0.44% active;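 active means plate passing quality check with inhibition over a set limit, or well fluorescence over plate mean plus 4 SD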;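 further: Nile Red retained in pooled yeast measured as flow cytometry median fluorescence; 0% = buffer negative control and 100% = Enniatin B positive control; higher means more Nile Red kept so more efflux inhibition; some compounds called inactive have numbers as strong as hits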
ZTA DNA inh = blocks Epstein-Barr virus ZTA, an EBNA-1 counter-screen | P03206 | ZTA-DNA binding, fluorescence polarization | inhibition, % at 11 µM | 320,000 tested, 0.15% active | AID 2234; in the data active means inhibition above about 33%
Target sequence (P03206 whole entry, looked up): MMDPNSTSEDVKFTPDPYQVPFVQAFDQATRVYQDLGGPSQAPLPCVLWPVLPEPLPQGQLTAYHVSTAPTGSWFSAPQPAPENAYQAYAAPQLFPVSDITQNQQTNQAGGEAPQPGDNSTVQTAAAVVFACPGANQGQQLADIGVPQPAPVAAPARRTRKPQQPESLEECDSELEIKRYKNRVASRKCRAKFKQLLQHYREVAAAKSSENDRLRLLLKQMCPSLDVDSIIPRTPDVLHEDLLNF
Fh CTSL1 inh = Fasciola hepatica cathepsin L1 inhibitors, primary screen, counter-screen for PFM18AAP inhibitor project, biochemical, QFRET, fluorogenic peptide substrate. AID 1906, 2009. 300,000 tested, 0.49% active. inhibition, % at 5.96 µM. recombinant F. hepatica cathepsin L1, Z-Leu-Arg-MCA fluorescence;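 active means inhibition above the mean of all tested compounds plus 3 SD, set per screening campaign, cut at about 17% in these data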;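 further: 0% = plate median of test compound wells and 100% = 1 µM Z-Phe-Ala-diazomethylketone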
PREPL inhibitor = PREPL enzyme inhibitors, primary screen, biochemical, fluorescence polarization. recombinant PREPL, fluorescence polarization activity-based probe. 320,000 tested, 0.68% active. AID 2751, 2010. Prolyl endopeptidase-like (Homo sapiens), Q4J6C6. inhibition, % at 5.96 µM; in the data active means inhibition above about 43%;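 further: 0% = enzyme with DMSO and 100% = wells lacking enzyme; many of its hits are not listed in these tables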
TPT1 inhibitor = Candida albicans TPT1 enzyme inhibitors, primary screen, biochemical, fluorescence polarization. AID 1962, 2009. 300,000 tested, 0.81% active. recombinant caTPT1, FP RNA substrate dephosphorylation. inhibition, % at 5 µM. tRNA 2'-phosphotransferase TPT1 (Candida albicans SC5314);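 active means inhibition above the mean of all tested compounds plus 3 SD, set per screening campaign, cut at about 24% in these data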;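 further: plate controls were DMSO alone for no effect and ferristatin control at 100 nM for full effect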
* = called active by the depositor; . = no result given.

| Structure | PP1 inh | EBNA-1 inhibitor | PP5 primary | core dimer inh | Efflux pump mplx | ZTA DNA inh | Fh CTSL1 inh | PREPL inhibitor | TPT1 inhibitor |
| --- | --- | --- | --- | --- | --- | --- | --- | --- | --- |
| CC(C)C(=O)NC(=S)NCC(=O)c1ccccc1 | -3 | -5 | 0.7 | 1 | 0.1 | 10 | 2 | 10 | -6 |
| Cc1csc(NC(=O)CSc2ccc3nnc(-c4ccncc4)n3n2)n1 | 0 | -2 | -1.7 | 4 | 0.0 | -13 | -2 | 3 | 3 |
| CCn1c(=O)c2sccc2n(CC(=O)NC2CCCCC2)c1=O | 2 | 10 | -0.3 | 5 | 0.1 | 8 | -2 | -3 | 1 |
| CCOc1cc(/C=N/NC(=O)CCn2nc(C)cc2C)ccc1O | -2 | 5 | 1.3 | -2 | 0.0 | -7 | 2 | 7 | -5 |
| Cc1ccc(-c2nc(-c3ccc(Cl)cc3)sc2CC(=O)O)c(C)c1 | -2 | -11 | 1.6 | 14 | 0.0 | 13 | 3 | -5 | -2 |
| COc1ccc2c(CCNC(=O)c3ccc([N+](=O)[O-])cc3)c[nH]c2c1 | -1 | -6 | 0.8 | 3 | 0.2 | 4 | -2 | -6 | 2 |
| O=C(C1CC(=O)N(c2ccc(Cl)cc2)C1)N1CCCCCC1 (stereo not drawn) | -8 | -7 | 2.0 | -6 | 0.3 | 7 | 3 | 3 | 1 |
| NC(=O)CSc1nc(C2CC2)nc2sc3c(c12)CCCC3 | -1 | 0 | -0.5 | 0 | 0.0 | 14 | -2 | 10 | 0 |
| O=C(CC1Oc2ccccc2NC1=O)NC1CC1 (stereo not drawn) | -2 | -2 | 2.9 | 4 | 0.1 | -14 | -1 | 1 | -2 |
| COc1ccc(CN2CCN(C(=O)c3ccco3)CC2)cc1 | -2 | 5 | -0.2 | -5 | 0.0 | -5 | -2 | -4 | -1 |
| CCSc1nc2c(c(=O)[nH]c(=O)n2C)n1CC(O)COc1ccccc1 (stereo not drawn) | -2 | 3 | -0.5 | 0 | -0.1 | -6 | 7 | 4 | 4 |
| O=C(Nc1ccccc1O)C(c1ccccc1)c1ccccc1 | -1 | 4 | 0.4 | 8 | 0.0 | 9 | -6 | 4 | 1 |
| COC(=O)c1sccc1NC(=O)c1ccoc1C | -6 | 8 | 1.1 | 3 | -0.1 | 9 | -1 | 2 | -1 |
| COc1ccc(C2C3C(=O)N(Cc4ccccc4)C(=O)C3ON2c2ccccc2)c(OC)c1OC (stereo not drawn) | 4 | -1 | 1.8 | 19 | 0.1 | 7 | 2 | -4 | -2 |
| NC(=O)C1CC(=O)N(c2ccc(OCc3c(F)cccc3Cl)cc2)C1 (stereo not drawn) | 0 | 2 | 0.8 | -5 | -0.1 | -1 | 4 | 12 | -2 |
| COc1ccc(-n2c(-c3ccc(F)cc3)cnc2SCC(=O)NCc2ccco2)cc1 | 3 | 12 | 3.0 | 7 | 0.0 | -8 | 1 | 38 | 1 |
| CCS(=O)(=O)c1ccc2c(c1)N(S(=O)(=O)c1cccs1)CC(C(=O)O)O2 (stereo not drawn) | -12 | -6 | -7.3 | -14 | -0.5 | -23 | 6 | -8 | -1 |
| CN1CCN(Cc2cc(=O)oc3ccc(Cl)cc23)CC1 | -2 | -1 | -1.4 | -1 | -0.2 | -10 | 0 | -4 | 4 |
| CN(C)S(=O)(=O)c1ccc(C(=O)Nc2ccccc2[N+](=O)[O-])cc1 | -5 | 8 | -1.8 | -2 | -0.4 | -17 | -3 | 1 | -3 |
| CCCCC(CC)C(=O)Nc1cc(=O)[nH]c2nc3ccccc3n12 (stereo not drawn) | -2 | 11 | -1.9 | 8 | 0.1 | 15 | 1 | 2 | -1 |
| Cc1cc(Nc2ccccc2)nc2cc(O)ccc12 | 6 | 4 | 0.6 | 11 | 0.1 | 2 | 6 | 9 | -2 |
| NC(N)=N/N=C/c1ccccc1 | -1 | 2 | 0.5 | -4 | -0.2 | 12 | -2 | 15 | -1 |
| COc1cc(C(=O)Nc2cccc(-n3cnnn3)c2)cc(OC)c1OC | 0 | 2 | 0.9 | -9 | -0.4 | -20 | -1 | 7 | -2 |
| COc1ccccc1-c1cc(N)n[nH]1 | 1 | -1 | 1.0 | -8 | -0.1 | -2 | 0 | 12 | -3 |
| CCN(/C=N/S(=O)(=O)c1ccc(Cl)cc1)CC | -2 | -1 | 1.8 | -6 | 0.3 | -3 | 4 | -5 | -4 |
| Cc1ccc(NC(=O)C2(C)Cc3ccccc3C(=O)O2)cc1 (stereo not drawn) | -1 | -19 | 2.5 | -10 | 0.1 | -14 | -2 | 0 | 2 |
| COCCC(=O)N1CCCC(C(=O)c2ccc3c4c(cccc24)CC3)C1 (stereo not drawn) | 3 | 2 | 3.1 | -6 | -0.1 | -38 | -3 | 6 | -1 |
| CCn1c(SCC(=O)Nc2nnc(C)s2)nnc1C(C)NC(=O)c1ccccc1F (stereo not drawn) | -4 | 14 | -1.7 | 6 | -0.1 | 14 | 5 | -3 | 1 |
| Nc1c(C(=O)Nc2cccc(F)c2)nnn1-c1ccc2c(c1)OCCO2 | 2 | 9 | 4.1 | 7 | 0.2 | 31 | 3 | -2 | -3 |
| CC(C(=O)Nc1ccc([N+](=O)[O-])cc1Cl)N1CCN(S(=O)(=O)c2cccs2)CC1 (stereo not drawn) | 6 | . | -1.1 | . | -0.4 | 6 | . | -8 | . |
| CCS(=O)(=O)N1CCN(C(=O)CCC2CCCC2)CC1 | -2 | -2 | -0.8 | -3 | 0.0 | -4 | -1 | -9 | 1 |
| COc1ccccc1/C=C/C(=O)NCCc1ccccn1 | 0 | 4 | -9.0 | -15 | -0.1 | -1 | 14 | 13 | -4 |
| CN(C)/C=C/C(=O)c1cnc(-c2ccccn2)s1 | -4 | 9 | -4.0 | 2 | -0.1 | 11 | 4 | 6 | 0 |
| CC(C)(C)CN1CCNC(=O)C1CC(=O)NCc1cccc(-n2cccn2)c1 (stereo not drawn) | -5 | -16 | 0.1 | -1 | 0.2 | 1 | 2 | 20 | -2 |
| Cc1cc(NC(=O)Cn2c(C)nc3ccccc3c2=O)ccc1Br | 1 | -13 | 0.6 | 7 | 0.2 | 0 | 4 | -13 | -2 |
| Cc1csc(=O)n1CCC(=O)OCC(=O)NNC(=O)c1ccccc1 | -2 | 0 | -1.2 | 0 | 0.1 | -6 | -14 | 1 | 1 |
| O=C(Nc1ccccc1)OC(CN1CCCCC1)C(F)(F)F (stereo not drawn) | -1 | 12 | 0.8 | -13 | -0.1 | -3 | 3 | 11 | -5 |
| CC(CCc1ccccc1)NC(=O)COC(=O)c1ccc(S(C)(=O)=O)c([N+](=O)[O-])c1 (stereo not drawn) | 0 | -13 | 1.4 | 5 | 0.2 | -4 | 8 | 31 | 3 |
| Cc1cc(OCCN2CCC(Cc3ccccc3)CC2)ccc1[N+](=O)[O-] | 1 | 7 | 0.9 | 4 | -0.1 | -7 | 3 | -34 | 1 |
| CC(=O)Nc1ccc2c(c1)nc(CCNC(=O)c1ccco1)n2C | 2 | -12 | 2.3 | -5 | 0.1 | -4 | -3 | 8 | -4 |
| Cc1nn2c(NCCCn3ccnc3)cc(C(C)C)nc2c1-c1ccccc1 | 5 | -3 | 2.2 | -2 | 0.1 | 3 | -1 | 10 | -1 |
| COC(=O)C(C(C)=O)C1=C/C(=N\S(=O)(=O)c2ccc(C)cc2)c2ccccc2C1=O (stereo not drawn) | 6 | -11 | 5.3 | 10 | 0.3 | -1 | -1 | 5 | 1 |
| COc1ccc(S(=O)(=O)N2CCC[C@H]2C(=O)NCc2ccc(Cl)cc2)cc1 | 1 | -11 | 1.3 | -4 | 0.2 | -11 | -4 | -7 | 0 |
| CC(C)c1cc(C(F)(F)F)n2nc(C(=O)Nc3ccc(-n4cnnn4)cc3)cc2n1 | 0 | 2 | 1.1 | -10 | -0.1 | -5 | -2 | -6 | -2 |
| CCOc1ccc(NCc2nnc(SCc3ccc(Cl)cc3)n2-c2ccccc2)cc1 | 18* | 8 | 3.0 | 2 | 0.0 | 14 | 1 | 43 | -4 |
| COC(=O)c1cc(=O)nc2sc3ccccc3n12 | -8 | 2 | 0.5 | 2 | -0.1 | -1 | -3 | -3 | 0 |
| Cc1c(Cl)cccc1NC(=O)CCS(=O)(=O)c1cccc2nonc12 | 0 | 8 | 1.6 | -1 | -0.1 | 6 | -3 | -8 | -3 |
| CCOC(=O)CNNC(=O)Nc1ccc(Cl)c(Cl)c1 | -8 | 0 | -0.9 | 3 | 0.1 | 17 | -2 | 4 | 0 |
| CC(C)CN(C(=O)CN1CCN(c2cccc(Cl)c2)CC1)c1c(N)n(CC(C)C)c(=O)[nH]c1=O | -3 | -5 | 1.0 | -1 | -0.3 | -16 | -2 | -8 | -6 |
| Cc1cc(C)c(C(=O)CSc2nnc(N)s2)cc1C | 0 | -2 | -1.1 | 1 | 0.1 | 1 | -2 | -3 | 2 |
| O=C1CCCCc2sc(Br)c([N+](=O)[O-])c2N1 | -1 | 3 | -2.1 | 2 | -0.2 | 17 | 3 | -2 | 2 |
| O=C(COC(=O)CNC(=O)c1ccco1)Nc1ncc(Cl)cc1Cl | 4 | . | 3.5 | . | 0.0 | 1 | . | 12 | . |
| Cc1ccc(C(c2nnnn2C(C)(C)C)N2CCN(C3CCCC3)CC2)cc1 (stereo not drawn) | -3 | 13 | -1.0 | -1 | 0.0 | 16 | 0 | 5 | 0 |
| Cc1ccccc1-c1cc2nc(C)c(Cl)c(=O)n2[nH]1 | -1 | 4 | 1.0 | -1 | -0.1 | 5 | -1 | -1 | 1 |
| CCOC(=O)c1sc(NC(C)=O)nc1-c1ccccc1 | -3 | -2 | -0.5 | -8 | -0.1 | 4 | -2 | 3 | -2 |
| CN(C)/C=N/c1nc2nccc(-c3ccc(F)cc3)n2n1 | 0 | 2 | -0.9 | -3 | 0.0 | -4 | 4 | 19 | -2 |
| COc1ccc(CC(=O)N2CC(C)CC(C)C2)cc1 (stereo not drawn) | -3 | 5 | 1.0 | -3 | 0.2 | 0 | 2 | 10 | 3 |
| CCn1cc(-c2ccccc2)c(C(=O)O)c1-c1ccc(OC)cc1 | -4 | 3 | 2.8 | -4 | 0.1 | 6 | -3 | -7 | 0 |
| O=C(NCC1CCCN1S(=O)(=O)c1cccs1)c1c(F)cccc1F (stereo not drawn) | -5 | 2 | 2.8 | 7 | 0.0 | 2 | 5 | -3 | -1 |
| CCOc1ccc(C(=O)NCCCn2ccnc2)cc1 | -8 | 0 | 1.6 | -3 | -0.1 | -10 | -4 | -6 | -5 |

Of the compounds above, two have a CF3 group:
| Structure | PP1 inh | EBNA-1 inhibitor | PP5 primary | core dimer inh | Efflux pump mplx | ZTA DNA inh | Fh CTSL1 inh | PREPL inhibitor | TPT1 inhibitor |
| --- | --- | --- | --- | --- | --- | --- | --- | --- | --- |
| O=C(Nc1ccccc1)OC(CN1CCCCC1)C(F)(F)F (stereo not drawn) | -1 | 12 | 0.8 | -13 | -0.1 | -3 | 3 | 11 | -5 |
| CC(C)c1cc(C(F)(F)F)n2nc(C(=O)Nc3ccc(-n4cnnn4)cc3)cc2n1 | 0 | 2 | 1.1 | -10 | -0.1 | -5 | -2 | -6 | -2 |

Screening results from PubChem BioAssay.

This is a subset, so the mix of outcomes need not match the whole.
